Hsp70 inhibitors: Hsp70 inhibitors, probe displacement, primary screen, biochemical, fluorescence polarization (AID 583) | Hsp70 fluorescence polarization probe displacement, mP; higher % means a stronger effect | displacement, % at 20 µM; hits with a dose series show IC50 in µM | actives 0.06% (n = 140,000); in the data active = displacement above about 50%;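 note: plate controls were vehicle for no effect and reference ligand for full effect; a part of the inactive calls stands beside numbers as strong as those of hits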
Rat MKP-3 inhibitors: MKP-3 phosphatase inhibitors, primary screen, biochemical, rat enzyme, in vitro (AID 425); Dual specificity protein phosphatase 6 (Rattus norvegicus); recombinant MKP-3 phosphatase activity, fluorescence; higher % means a stronger effect; inhibition, % at 20 µM, or IC50 in µM where a hit was titrated; actives 0.17% (n = 110,000); in the data active = inhibition above about 50%;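 note: plate controls were vehicle for no effect and reference inhibitor for full effect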
Active calls of the source: *; / = no result given; & = joins results of further samples. Some of the compounds tested. The share of hits here may be higher or lower than overall.

SMILES	Hsp70 inhibitors	Rat MKP-3 inhibitors
COc1ccc(NC(=O)CN(c2ccc(C(C)C)cc2)S(=O)(=O)c2c(C)noc2C)cc1OC	7.7%	-6%
O=C(OCC(CO)OC(CO)n1ccc(=O)[nH]c1=O)c1ccccc1 (stereo not drawn)	0.6%	0%
Cc1ccc(NC(=O)c2ccc(-c3ccc(Cl)cc3)o2)c([N+](=O)[O-])c1	/	1%
O=C(Nc1ccc(Br)cc1F)C1CCCN(S(=O)(=O)c2cnc[nH]2)C1 (stereo not drawn)	-1.1%	-12%
COc1ccc(C(=O)NCCCn2ccnc2)cc1	-0.4%	0%
CCN1C(=O)/C(=C\c2cn(CCOc3ccccc3)c3ccccc23)SC1=S	4.3%	1%
CCOC(=O)c1[nH]c2ccccc2c1NC(=O)c1cc(OC)c(OC)c(OC)c1	1.2%	/
C=CCN1C(=O)CS/C1=C(\C#N)S(=O)(=O)c1ccc(C)cc1	-6.7%	4%
CCOc1ccc(-c2nc(CSCC(=O)NCCN3CCOCC3)c(C)o2)cc1	-4.4%	7%
CSc1cccc(-n2cc(-c3ccc4c(c3)OCO4)[nH]c2=O)c1	-5.9%	-2%
O/N=C1\CCc2cc(Cl)ccc21	1.0%	-6%
Cc1nc(NCCN2CCOCC2)c2nnn(Cc3c(F)cccc3Cl)c2n1	2.2%	-12%
CCOC(=O)c1cn(CC)c2cc(N3CCCCC3)c(F)cc2c1=O	5.5%	1%
COc1ccc(C(=O)Nc2ccc3oc4ccc(NC(=O)c5ccc(OC)cc5)cc4c(=O)c3c2)cc1	0.2%	5%
O=C(NCCCNc1ccc([N+](=O)[O-])cc1)C(c1ccccc1)c1ccccc1	-0.9%	3%
CC(=O)Oc1ccc2c3c(c(=O)oc2c1OC(C)=O)CCCC3	-0.4%	1%
CCc1ccccc1N=CC1=C(O)CC(c2ccccc2)CC1=O (stereo not drawn)	1.9%	0%
CC(C)(CNCC(O)c1ccccc1)N1CCOCC1 (stereo not drawn)	-4.5%	-8%
Cc1cc(C)nc(SCC2COc3ccccc3O2)n1 (stereo not drawn)	-2.4%&-2.9%	-8%&2%
Cc1ccccc1/C=C1\C(=O)NC(=S)N(c2cccc(Br)c2)C1=O	4.0%	6%
O=C(Nc1ccc2c(c1)OCO2)C1CCN(S(=O)(=O)Cc2ccccc2)CC1	-5.8%	-6%
CC(NC(=O)C1CCCN(S(=O)(=O)c2cccs2)C1)c1ccccc1 (stereo not drawn)	1.8%	1%
COCCN(C(=O)Nc1ccccc1)C(C)c1cccnc1 (stereo not drawn)	-2.3%	1%
CCc1nc(C)cn1S(=O)(=O)c1cc(Br)c(C)cc1OC	-5.5%	-8%
Cc1ccc(S(=O)(=O)Nc2ccc3c(c2)oc2ccccc23)cc1	-2.2%	3%
N#CCCN1CCN(S(=O)(=O)c2ccc(S(=O)(=O)N3CCCCCC3)cc2)CC1	2.2%	-1%
Cc1ccc(C(C)C)c(OCC(=O)Nc2ccc(-c3nc4ncccc4o3)cc2)c1	-2.1%	-3%
Cc1cc(C)nc(N2CCC(C(=O)Nc3nnc(C)s3)CC2)n1	-0.1%	-7%
Cc1ccccc1NC(=O)C1C2C=CC(C3CC23)C1C(=O)O (stereo not drawn)	1.4%	2%
COC(=O)C1=CNC=C(C(=O)OC)C1c1ccc(C(=O)OC)cc1	-3.1%&1.1%	-1%&3%
COC(=O)CN(c1ccccc1F)S(C)(=O)=O	3.4%	0%
Cc1ccc(S(=O)(=O)NCCSCc2ccccc2Cl)cc1[N+](=O)[O-]	1.9%	-1%
COC(=O)c1cc(CSc2nnc(-c3ccccc3)c(-c3ccccc3)n2)oc1C	1.4%	/
COc1ccc(N2C(=O)c3ccc(C(=O)Nc4cccc(O)c4)cc3C2=O)cc1	2.3%	2%
CC(=O)CC(=O)Nc1ccc(-c2ccc(NC(=O)CC(C)=O)c(C)c2)cc1C	-3.1%	3%
CCCS(=O)(=O)N1CCN(Cc2ccncc2)CC1	1.4%	-14%

Copied from the listing for reference:
SMILES	Hsp70 inhibitors	Rat MKP-3 inhibitors
CCOC(=O)c1[nH]c2ccccc2c1NC(=O)c1cc(OC)c(OC)c(OC)c1	1.2%	/
C=CCN1C(=O)CS/C1=C(\C#N)S(=O)(=O)c1ccc(C)cc1	-6.7%	4%
CCOc1ccc(-c2nc(CSCC(=O)NCCN3CCOCC3)c(C)o2)cc1	-4.4%	7%
CSc1cccc(-n2cc(-c3ccc4c(c3)OCO4)[nH]c2=O)c1	-5.9%	-2%
O/N=C1\CCc2cc(Cl)ccc21	1.0%	-6%

Carrying on.
SMILES	Hsp70 inhibitors	Rat MKP-3 inhibitors
COc1ccccc1-c1nnc(SCC(=O)N2CCOCC2)o1	8.8%	0%
O=C(COC(=O)c1ccccc1S(=O)(=O)N1CCCCC1)NCC(F)(F)F	-2.3%	-5%
Cc1ccc(NC(=O)/C(=C\c2ccco2)NC(=O)c2ccccc2I)cc1	-1.6%	3%
CC(=O)SCCC(=O)N1C(C)CCCC1C(=O)O (stereo not drawn)	0.5%	3%
COc1ccc(CN2CCC(CNC(=O)NC3CCCCC3)CC2)cc1	3.7%	1%
CCOC(=O)C1=C(C)N=c2s/c(=C\c3ccc(OC)cc3OC)c(=O)n2C1/C=C/c1ccccc1 (stereo not drawn)	-3.5%	0%
O=[N+]([O-])c1ccc(N2CCN(S(=O)(=O)c3ccccc3)CC2)cc1N1CCOCC1	-0.5%	3%
CC(=O)C1=C(O)C(=O)N(C)C1c1ccccc1[N+](=O)[O-] (stereo not drawn)	3.7%	3%
COc1cc(/C=C2/C(=O)NC(=O)N(C)C2=O)cc(Cl)c1O	3.7%	4%
N=c1n(CCN2CCOCC2)c2ccccc2n1CC(O)COc1ccccc1 (stereo not drawn)	1.1%	-3%
C=C(C)Cn1c(SCC(=O)O)nnc1-c1ccc([N+](=O)[O-])cc1	0.5%	0%
O=C(Nc1ccc(N2CCOCC2)c(Cl)c1)c1ccc(Cl)cc1[N+](=O)[O-]	0.6%	-2%
CC(=O)Nc1cccc(NC(=O)c2ccccc2[N+](=O)[O-])c1	-1.6%	1%
CC(=O)Nc1ccc(N2C(=O)CCC2=O)cc1C	-1.2%	/
CCN1C(=O)/C(=C\N2CCCc3ccccc32)SC1=S	-2.3%	-12%
C=CC(C)n1c(Br)nc2c1c(=O)[nH]c(=O)n2C (stereo not drawn)	4.3%	-6%
O=C(c1cccc(F)c1)N1CCN(Cc2ccccn2)CC1	-4.7%	1%
Cc1ccc(CCNC(=O)C2CCCN(c3nc4ccccc4o3)C2)cc1 (stereo not drawn)	-0.6%	-6%
COc1ccc(-c2nnc3sc(CN4C(=O)c5ccccc5C4=O)nn23)cc1	4.9%	-12%
COc1ccc(CCN(CC(=O)NC2CCCC2)C(=O)CCC(=O)Nc2cc(C)on2)cc1OC	-1.2%	-6%
O=S(=O)(NC1=NCCC1)c1cccs1	0.9%	-13%
O=C(COC(=O)Cc1cccs1)Nc1ccc(F)c(F)c1F	4.6%	/
Clc1ccc(N=c2ssnc2Cl)cc1	0.1%	/
COc1cc2cc(/C=C/C(=O)c3ccco3)c(Cl)nc2cc1OC	-9.3%	/
Cc1ccc(NC(=O)CSc2nnc(CSc3nc(C)cc(C)n3)n2Cc2ccco2)c(C)c1	9.3%	-12%
Cc1ccc(C2CC(C(F)(F)F)n3ncc(C(=O)N(Cc4ccccc4)Cc4ccccc4)c3N2)cc1 (stereo not drawn)	3.1%	4%
COC(=O)c1sccc1NC(=O)C1C2C=CC(C2)C1C(=O)O (stereo not drawn)	-0.8%	/
CN1C(=O)C(O)(CC(=O)c2ccccn2)c2cc(Br)ccc21 (stereo not drawn)	3.2%	-2%
Cc1cccc(N(C)C(=S)Oc2ccc3ccccc3c2)c1	3.5%	-3%
CCN(CC)C(=O)c1cccc(-c2ccc(OC(C)=O)cc2)c1	-5.0%	2%
CC(=O)c1ccc(N(C(C)=O)C2=C(N3CCCCC3)C(=O)c3ccccc3C2=O)cc1	-12%	0%
CCCNC(=O)NC(=O)CSc1nnc(C)n1N	2.9%	/
CCOC(=O)c1c(NC(=O)/C=C/c2cccc([N+](=O)[O-])c2)sc2c1CCC2	-2.2%	0%
CCN(CC)S(=O)(=O)c1cc(Br)ccc1OC	0.8%	1%
Cn1c(CCN2CCN(c3ccccc3)CC2)nc2cc(NC(=O)c3ccco3)ccc21	1.0%	-8%
CC(=O)c1ccc(C(C)(C)c2ccc(C(C)=O)s2)s1	-0.3%	0%
CN1CCN(c2ccccc2NC(=O)c2cccc(OCc3ccccc3)c2)CC1	-4.5%	-8%
CCCN=CC1=C(O)CC(c2ccccc2)CC1=O (stereo not drawn)	-0.4%	/
CC(Oc1ccc(Cl)cc1Cl)C(=O)NCCN1CCOCC1 (stereo not drawn)	1.0%	-9%
COc1ccc(C(C)=O)cc1N1C(=O)C2C3C=CC(C3=C(C)C)C2C1=O (stereo not drawn)	1.9%	4%
CC(C)Oc1ccc(C(CC(=O)O)NC(=O)C2CCCCC2)cc1 (stereo not drawn)	0.5%	10%
CC(=O)N1CCc2ccc(C(=O)CN3CCN(c4cccc(C)c4C)CC3)cc21	3.9%	-7%
COc1c(Cl)cc(C(=O)Nc2ccc(O)c(-c3nc4cc(C)ccc4o3)c2)cc1Cl	-1.3%	0%
Cc1ccc2[nH]c(=O)c(CN(CCCO)S(=O)(=O)c3c(C)ccc4nsnc34)cc2c1	-1.5%	1%
Cn1c(SCC(=O)Nc2sc3c(c2C#N)CCC3)nnc1C1COc2ccccc2O1 (stereo not drawn)	8.9%	1%
COc1ccccc1-c1ccc(=O)n(CC(=O)NCc2ccc3c(c2)OCO3)n1	2.8%	-5%
Cc1nn(-c2ccccc2)c2[nH]c(=O)c(CNc3ccc4c(c3)OCCO4)cc12	0.3%	-6%
O=C(CCN1C(=O)C2C3C=CC(C3)C2C1=O)N1CCN(c2ccccn2)CC1 (stereo not drawn)	1.3%	/

Continued; it opens with the 4 that closed the last part.
SMILES	Hsp70 inhibitors	Rat MKP-3 inhibitors
Cn1c(SCC(=O)Nc2sc3c(c2C#N)CCC3)nnc1C1COc2ccccc2O1 (stereo not drawn)	8.9%	1%
COc1ccccc1-c1ccc(=O)n(CC(=O)NCc2ccc3c(c2)OCO3)n1	2.8%	-5%
Cc1nn(-c2ccccc2)c2[nH]c(=O)c(CNc3ccc4c(c3)OCCO4)cc12	0.3%	-6%
O=C(CCN1C(=O)C2C3C=CC(C3)C2C1=O)N1CCN(c2ccccn2)CC1 (stereo not drawn)	1.3%	/
CC1(C)Cc2c(sc(NC(=O)Nc3ccccc3)c2C(N)=O)CO1	1.8%	4%
CCCN(CCO)Cc1ccc(Br)cc1	6.1%	/
COc1ccccc1NC(=O)c1c(NC(=O)c2ccco2)sc2c1CCCC2	-4.9%	0%
COCCNC(=O)c1ccc(CN2CCOCC2)cc1	-2.0%	/
Clc1ccc(Sc2c(-c3ccccc3)nc3sccn23)cc1	2.7%	1%
Cc1ccc(N2C(=O)/C(=C/c3ccccc3)SC2=S)cc1C	-4.1%	2%
CN1C(=O)/C(=C\c2ccc([N+](=O)[O-])cc2)SC1=S	1.8%	0%
O=S(=O)(N/N=C1/CCCc2ccccc21)c1ccc(Br)cc1	-3.2%	/
CCCC(c1nnnn1CS(=O)(=O)c1ccc(C)cc1)N1CCN(c2ccc(F)cc2)CC1 (stereo not drawn)	2.0%	6%
COc1ccc(-c2nc(CSCC(=O)N3CCC(C(N)=O)CC3)c(C)o2)cc1OC	-2.8%	-13%
Cc1ncc(CCl)c2c1OC(C)(C)OC2	3.3%	/
COc1ccccc1-n1cnnc1SCC(=O)Nc1cc(C(C)(C)C)nn1-c1ccccc1	1.0%	-10%

Profiles, quoted from the list. Values in the order: Hsp70 inhibitors | Rat MKP-3 inhibitors
`COc1ccccc1-n1cnnc1SCC(=O)Nc1cc(C(C)(C)C)nn1-c1ccccc1` is entered as 1.0% | -10%
`CN1C(=O)/C(=C\c2ccc([N+](=O)[O-])cc2)SC1=S` is entered as 1.8% | 0%
`COc1ccccc1NC(=O)c1c(NC(=O)c2ccco2)sc2c1CCCC2` is entered as -4.9% | 0%

(cont.)
SMILES	Hsp70 inhibitors	Rat MKP-3 inhibitors
CC(C)c1ccccc1NS(=O)(=O)c1ccccc1	5.5%	-4%
O=C(Nc1nccs1)c1cccc(NC(=O)c2ccco2)c1	2.3%&-3.6%	3%
O=C1Nc2ccc(S(=O)(=O)N3CCCC3)c3cccc1c23	-0.9%	/
CCOC(=O)Cc1nnc(NC(=O)COc2ccc(OC)cc2)s1	3.7%	/
O=C(CSc1nnc(-c2ccco2)n1Cc1ccco1)Nc1ccccc1	-7.6%	/
O=C(NCc1ccco1)c1cc2c(s1)CCCCC2	3.7%	-3%
O=C(c1ccc([N+](=O)[O-])cc1)N1CCN(Cc2cccc(Br)c2)CC1	-0.9%	1%
O=C(O)CCc1ccc(-c2ccccc2)n1Cc1ccco1	5.5%	-4%
O=C(CSc1nnc2c(n1)[nH]c1ccccc12)N1c2ccccc2Sc2ccccc21	-4.0%	3%
Nc1cc(-c2nc3ccccc3s2)ccc1Cl	1.9%	3%
CCOc1cc(/C=C(/C#N)C(=O)Nc2cccc(Br)c2)cc(Cl)c1OCC(=O)O	-2.7%	3%
O=c1c2ccccc2nc2n1CCS2	1.4%&0.4%	-10%&1%
O=C(NCC1CCS(=O)(=O)C1)Oc1ccccc1 (stereo not drawn)	2.4%	-10%
COc1ccc(C(=O)Nc2ccc3oc(-c4ccc(N(C)C)cc4)nc3c2)cc1	-0.7%	-2%
CCN(CC)CCNC(=O)C1c2ccccc2C(=O)N(C)C1c1cn(C)c2ccccc12 (stereo not drawn)	/	-4%
CC1(C)NC(=O)N(CC(O)COc2ccc(Cl)cc2)C1=O (stereo not drawn)	2.4%	-5%
CCOC(=O)CSc1nc2ccccc2n1C(=O)OCC	-4.6%	-4%

Screens (PubChem BioAssay)
